Source: PubChem
CHRM1 antagonist: blocks human M1 muscarinic receptor; P11229; inhibition, % at 3 µM; AID 588852; 1.3% of 360,000 active; CHO-K1 hM1, Fluo-8 calcium fluorescence, ACh EC80 antagonist;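 active means percent inhibition above its own plate's cutoff, namely the mean of that plate's compound wells plus 3 SD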;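 further: peak over basal fluorescence ratio during 140 s after agonist addition; 0% = ACh EC80 plus DMSO and 100% = DMSO alone without agonist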
OXTR potentiate: potentiates the human oxytocin receptor response; 0.061% of 320,000 active; CHO-OTR cells, Fluo-8 calcium fluorescence, potentiator mode; 0% = oxytocin EC15, 100% = EC100; P30559; AID 2445; activation, % at 3 µM;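 active means activation above that plate's cutoff, the mean activation of tested compounds plus 3 SD, cut at about 6.6% in these data, passing the limit was not always enough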;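 further: 100% uses oxytocin at 75 nM as the full agonist control; some results filed as inactive read as strong as hits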
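Measured by – Fluo-8 calcium dye fluorescence · Test system – human OTR in CHO cells · Dosing – one concentration, 3.0 µM compound · Controls – EC15 oxytocin alone as 0%, 75 nM oxytocin as 100% · Evaluation – normalized max/min fluorescence ratio, % activation · Timing – 6 min pre-incubation, 100 s read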
CHO parental Ca: counter-screen: ATP calcium response change in parental CHO cells. parental CHO-K1, ATP-induced calcium, Fluo-8 fluorescence. inhibition, % at 5.6 µM. 0.63% of 330,000 active. AID 463079;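 active means inhibition above that plate's mean sample inhibition plus 3 SD, cut at about 26% in these data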;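 further: 0% = ATP-challenged DMSO wells and 100% = DMSO wells without ATP; some compounds past the cut are filed as inactive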
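Measured by: calcium-sensitive Fluo-8 fluorescence / Test system: CHO parental line / Controls: ATP-challenged DMSO wells low, unchallenged DMSO wells high / Measure: % inhibition / Compound: single nominal dose of 5.6 µM per compound / Replicates: single well per compound, no replicates / Reagent: ATP as calcium-mobilizing challenge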
V1R ag counter: V1a receptor agonism, counter-screen for OXTR agonists; P37288; CHO-V1R cells, Fluo-8 calcium fluorescence, agonist mode; 0% DMSO, 100% 3 nM vasopressin; activation, % at 3 µM; 0.25% of 320,000 active;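 active means activation above the mean activation of all tested compounds plus 3 SD, per screening run, cut at about 20% in these data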;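 further: signal is peak over basal fluorescence ratio across a 100 second FLIPR read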
Target sequence (P37288 whole entry, looked up): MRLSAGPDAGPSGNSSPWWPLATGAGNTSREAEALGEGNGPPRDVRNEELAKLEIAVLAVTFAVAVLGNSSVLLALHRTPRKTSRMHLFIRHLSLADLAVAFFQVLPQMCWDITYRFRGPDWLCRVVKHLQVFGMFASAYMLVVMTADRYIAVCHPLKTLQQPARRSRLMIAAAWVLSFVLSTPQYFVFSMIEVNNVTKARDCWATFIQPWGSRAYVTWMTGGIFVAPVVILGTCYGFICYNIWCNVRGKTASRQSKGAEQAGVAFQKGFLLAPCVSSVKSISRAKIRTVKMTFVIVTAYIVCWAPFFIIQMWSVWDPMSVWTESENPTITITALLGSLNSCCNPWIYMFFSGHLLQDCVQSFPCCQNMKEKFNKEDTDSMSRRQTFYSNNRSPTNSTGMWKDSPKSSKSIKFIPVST
TAAR1 antagonist: human TAAR1 antagonism; AID 624466; inhibition, % at 3 µM; 1.5% of 360,000 active; CHO RD-HGA16 TAAR1, Fluo-8 calcium fluorescence, antagonist;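 active means inhibition above a per-plate cutoff, the mean inhibition of test compounds on that plate plus 3 SD, cut at about 49% in these data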;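 further: 0% = DMSO plus EC80 beta-PEA response and 100% = DMSO alone without agonist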
Target sequence (Q96RJ0 whole entry, looked up): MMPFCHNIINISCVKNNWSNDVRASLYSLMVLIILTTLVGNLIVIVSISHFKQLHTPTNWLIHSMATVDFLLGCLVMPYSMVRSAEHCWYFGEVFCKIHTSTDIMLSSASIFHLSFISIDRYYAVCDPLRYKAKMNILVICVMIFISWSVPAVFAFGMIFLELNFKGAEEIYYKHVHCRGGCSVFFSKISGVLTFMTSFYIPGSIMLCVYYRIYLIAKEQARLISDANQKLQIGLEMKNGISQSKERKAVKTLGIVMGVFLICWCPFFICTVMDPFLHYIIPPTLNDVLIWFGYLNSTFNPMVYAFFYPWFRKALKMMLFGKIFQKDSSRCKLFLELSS
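Test system: CHO RD-HGA16 cells bearing hTAAR1 | Reagent: β-PEA, EC80 | Compound dosing: 3 µM, single point | Schedule: Dye loading 75 min at 37 °C, then 30 min room temperature | Signal: Calcium fluorescence with Fluo-8 | Evaluation: Percent inhibition of PEA-evoked calcium signal, max/basal emission ratio | Control set: DMSO-only wells and EC80 β-PEA-stimulated wells | Repeats: Singlicate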
TAAR1 ag: human TAAR1 agonism | CHO RD-HGA16 TAAR1, Fluo-8 calcium fluorescence; vehicle wells 0%, saturating PEA agonist 100% | AID 624467 | activation, % at 3 µM | Q96RJ0 | 0.99% of 360,000 active;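 active means activation above the mean activation of all test compounds in the run plus 3 SD, cut at about 38% in these data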
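Test system: RD-HGA16 (CHO) cells co-expressing Gα16 and hTAAR1 / Benchmarks: DMSO vehicle as 0%, PEA at EC100 as 100% / Repeats: no replicates (n 1) / Measure: % activation from peak over basal fluorescence ratio, DMSO-to-PEA scaled / Timing: 17-24 h plating, Fluo-8 75 min 37 °C, 30 min RT / Technique: kinetic Fluo-8 calcium fluorescence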
OXTR ag: agonists of human oxytocin receptor. P30559. CHO-OTR cells, Fluo-8 calcium fluorescence; normalized: DMSO 0%, oxytocin 100%. activation, % at 3 µM. 0.32% of 320,000 active;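 active means activation above the mean of all tested compounds plus 3 SD, cutoff set per screening run, cut at about 20% in these data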;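 further: peak over basal fluorescence ratio from a 100 s FLIPR kinetic read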
M1 PAM: human CHRM1 positive allosteric modulation; CHO-K1 hM1, Fluo-8 calcium fluorescence, ACh EC20; 0% = ACh EC20, 100% = maximal ACh; activation, % at 3 µM; 0.088% of 360,000 active; AID 588819; in the data active means activation above about 19%, passing the limit was not always enough
CHRM1 agonist: activates human CHRM1 receptor | CHO-K1 hM1, Fluo-8 calcium fluorescence, agonist mode; 0% DMSO, 100% acetylcholine EC100 | 0.33% of 360,000 active | AID 588814 | P11229 | activation, % at 3 µM;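 active means activation above the run's mean compound activation plus 3 SD, cut at about 16% in these data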;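 further: peak over basal fluorescence ratio within a 140 s kinetic read after compound addition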
* hit, by the source's call; nt = not tested or not shown.

SMILES	CHRM1 antagonist	OXTR potentiate	CHO parental Ca	V1R ag counter	TAAR1 antagonist	TAAR1 ag	OXTR ag	M1 PAM	CHRM1 agonist
O=C(COC(=O)c1cccc(F)c1)NC1CC1	-8	0	-3	0.3	-12	0	0.7	3	-4
Cc1ccc(N2C(=O)CC(Sc3nccc(C)n3)C2=O)cc1 (configuration not stated)	-8	11	-23	-0.2	9	4	0.2	2	-2
Cc1ccc(-c2nnc(NC3CCCC3)s2)cc1	-5	0	-17	-1.1	-5	4	-1.6	-7	-4
COc1ccc(CN2CCC(Cc3ccccc3)CC2)c(C)c1C	33*	nt	nt	nt	-3	4	nt	-25	-8
CCn1c(=O)c(=O)[nH]c2cc(C(=O)Nc3ccc(S(=O)(=O)N4CCCC4)cc3)ccc21	1	-3	-6	0.0	9	3	-0.1	5	-4
Cc1c(Cl)c(C(F)F)nn1CC(=O)NC1C(=O)N2C(C(=O)O)=C(CSc3nnnn3C)CSC12 (configuration not stated)	-5	nt	nt	nt	5	5	nt	9	-3
O=C(NC(=O)N1CCN(c2ccc(F)cc2)CC1)c1ccccc1	-9	-1	6	-0.4	-10	3	0.5	7	-3
CC(C)Cc1n[nH]c(=O)[nH]1	-11	-5	1	1.0	12	5	0.1	3	-3
CC1Cc2ccccc2N1C(=O)COC(=O)c1ccc(Cl)nc1 (configuration not stated)	-9	-7	0	2.0	-19	0	0.1	8	-5
c1cncc(-c2nnc(-c3cccnc3)nn2)c1	1	-9	-6	-0.6	-5	5	0.3	5	-3
COc1ccc(Oc2c(-c3ccc(O)cc3O)n[nH]c2C)cc1	-1	-12	16	2.9	-4	2	6.4	5	-2
CCOc1ccccc1C(=O)OCC(=O)NCC1CCCCC1	-15	10	-9	-1.0	-8	4	-3.0	17	3
COC(=O)c1ccc(CN2C(=O)NC(Cc3c[nH]c4ccccc34)C2=O)cc1 (configuration not stated)	8	-13	12	10	26	9	11	-5	1
CCc1nc2c(OCc3ccc(C#N)cc3)cccn2c1N(C)C(=O)c1ccc(C)cc1	-4	nt	nt	nt	8	-1	nt	-8	-8
O=C(Nc1ccccc1N1CCCCC1)c1ccc(Cl)c([N+](=O)[O-])c1	2	3	-16	-1.1	-11	6	-2.0	7	-3
CC(=O)c1ccc(OCC(=O)Nc2cccc(C(=O)Nc3c(C)n(C)n(-c4ccccc4)c3=O)c2)cc1	1	nt	nt	nt	7	17	nt	-1	-3
CCCCNc1c2c3c(cccc3n(C)c1=O)C(=O)c1ccccc1-2	75*	-8	77*	134*	nt	nt	134*	-23	141*
O=C(NCCc1c[nH]c2ccccc12)c1cc([N+](=O)[O-])cc([N+](=O)[O-])c1	7	-1	-1	-0.2	10	13	-0.5	-3	-6
O=S(=O)(NCc1ccccc1)c1cccc2cccnc12	16	-3	-7	0.4	6	0	-1.6	-8	-6
CC(C)CN1CCN=C1N(C)C	-3	-3	1	0.1	4	11	0.0	5	-3
O=C(CSC1=NCCS1)Nc1ccc(S(=O)(=O)NC2CCCCC2)cc1	15	-10	-17	4.8	24	14	8.3	-6	-3
CN(CC1CCOCC1)C(=O)CC1C(=O)NCCN1Cc1ccccc1F (configuration not stated)	-1	-9	0	0.4	2	0	0.2	7	1
CCC(CC)NC(=O)/C=C/c1cccc([N+](=O)[O-])c1	-4	-4	-7	-0.9	-1	0	-1.4	9	-9
Cc1ccc(CN2CC(C(=O)Nc3cc(S(C)(=O)=O)ccc3Cl)CC2=O)cc1 (configuration not stated)	-34	-6	-11	1.7	-25	4	0.3	12	-1

Not a retest: entries from further up.
SMILES	CHRM1 antagonist	OXTR potentiate	CHO parental Ca	V1R ag counter	TAAR1 antagonist	TAAR1 ag	OXTR ag	M1 PAM	CHRM1 agonist
CN(CC1CCOCC1)C(=O)CC1C(=O)NCCN1Cc1ccccc1F (configuration not stated)	-1	-9	0	0.4	2	0	0.2	7	1
CCC(CC)NC(=O)/C=C/c1cccc([N+](=O)[O-])c1	-4	-4	-7	-0.9	-1	0	-1.4	9	-9
Cc1ccc(CN2CC(C(=O)Nc3cc(S(C)(=O)=O)ccc3Cl)CC2=O)cc1 (configuration not stated)	-34	-6	-11	1.7	-25	4	0.3	12	-1

(continued)
SMILES	CHRM1 antagonist	OXTR potentiate	CHO parental Ca	V1R ag counter	TAAR1 antagonist	TAAR1 ag	OXTR ag	M1 PAM	CHRM1 agonist
O=C(c1cccs1)N1CCN(C(=O)N2CCOCC2)CC1	-4	-19	-3	2.3	9	5	-0.9	4	-3
O=C(/C=C/c1cccnc1)c1ccc(F)c(F)c1	-2	-1	-10	1.5	-16	4	1.4	22	1
CCCOc1cccc(C2C(C(=O)c3cccs3)=C(O)C(=O)N2Cc2cccnc2)c1 (configuration not stated)	1	-3	-5	3.0	-6	4	0.0	8	-1
Fc1ccc(Nc2nc(-c3ccncc3)nc3ccccc23)cc1F	-4	-1	-16	-0.8	24	1	-0.1	1	-6
Cc1cc(OC(C)C(=O)NCC2CCC(C(=O)O)CC2)c2c(C)cc(=O)oc2c1 (configuration not stated)	-8	2	-1	0.2	3	0	0.3	6	-1
CCOc1ccc(NC(=O)CN(C)C(=O)CCC2CCCCC2)cc1OCC	3	-6	-24	-1.0	-2	-2	-2.5	-1	-2
O=C(NCCCc1ccccc1)c1cc(COc2ccc(F)cc2Cl)on1	15	-7	-37	1.0	24	2	-0.8	-11	-5
CC(C)CCNC(=O)C(NS(=O)(=O)c1ccc2c(c1)c(=O)n(C)c(=O)n2C)c1ccccc1 (configuration not stated)	3	-5	-4	-0.3	1	0	-0.1	0	-3
CCc1nc(NCCC(C)C)c2nnn(Cc3ccccc3)c2n1	-2	-12	-14	0.6	-5	3	-1.3	1	-2
CC(C)NC(=O)c1ccc2c(c1)N(CC(=O)Nc1ccccc1F)C(=O)C(C)(C)O2	-14	3	-9	-0.5	6	3	-0.7	6	0
Cc1ccc(S(=O)(=O)N(C)CCCC(=O)Nc2cc(C)ccc2C)cc1	16	-7	-5	4.7	4	1	2.8	-3	0
C/C(=N/NC(=O)c1ccn(C)n1)c1ccncc1	-32	-6	-3	0.5	-20	2	-0.7	33*	2
O=C(NCc1cccnc1)c1ccc(CS(=O)(=O)c2ccc(Br)cc2)o1	-13	-6	-6	3.2	-2	4	2.8	4	-4
CN(CC(=O)Nc1ccc(Cl)c(C(F)(F)F)c1)C(=O)c1cn2ccccc2n1	-13	-19	-6	9.6	27	20	9.6	0	1
CC(=O)c1c(C(=O)O)c2ccccc2[nH]c1=O	-1	6	-3	1.1	-23	1	1.5	1	-3
Cc1ccc(S(=O)(=O)N2CCCCC2)cc1C(=O)NCCC1=CCCCC1	4	6	-26	-1.5	-17	-1	-2.5	0	-5
COc1ccc(-n2cc3ccc([N+](=O)[O-])cc3n2)cc1	-11	-5	9	0.5	23	0	1.6	-1	-4
O=C1CC(c2ccccc2)Cc2nc(NCc3ccco3)ncc21 (configuration not stated)	12	-5	-15	1.3	6	2	-2.4	-6	1
CCCN1C(=O)/C(=C/c2nc3ccccc3c(=O)[nH]2)c2cc(C)ccc21	-33	-5	-24	-0.5	-14	-4	-0.3	8	-1
CSCCC(C)N1CCC(Oc2ccc(C(=O)NCc3ccccn3)cc2)CC1 (configuration not stated)	-15	nt	nt	nt	-3	1	nt	13	-9
N#Cc1ccc(-c2ccc(OCC(=O)NCCCN3CCCC3=O)cc2)cc1	-3	-18	-5	1.7	-6	1	2.8	5	-4
CCC(OC(=O)CN1C(=O)C(=O)c2ccccc21)C(=O)Nc1ccc(S(N)(=O)=O)cc1 (configuration not stated)	-8	-4	-12	-0.1	3	4	0.4	9	-9
COc1cc(NC(=O)CN(c2ccc(C)cc2)S(=O)(=O)c2c(C)n[nH]c2C)cc(OC)c1	-26	-19	-8	-0.1	10	5	0.8	3	-3
CC(C)(C)NC(=O)C(c1ccc(F)cc1)N(C(=O)CCC(=O)Nc1ccccn1)C1CCCC1 (configuration not stated)	3	-1	-11	1.5	-14	4	-0.2	4	-1

Quoted from the listing:
Result for CC(C)(C)NC(=O)C(c1ccc(F)cc1)N(C(=O)CCC(=O)Nc1ccccn1)C1CCCC1 (configuration not stated) in M1 PAM: 4
Result for Cc1ccc(N2C(=O)CC(Sc3nccc(C)n3)C2=O)cc1 (configuration not stated) in V1R ag counter: -0.2
Result for O=C(/C=C/c1cccnc1)c1ccc(F)c(F)c1 in OXTR ag: 1.4

(list continues)
SMILES	CHRM1 antagonist	OXTR potentiate	CHO parental Ca	V1R ag counter	TAAR1 antagonist	TAAR1 ag	OXTR ag	M1 PAM	CHRM1 agonist
COc1cc(Br)c(CNc2cc(C)ccc2C)cc1OC	6	-11	-8	1.3	2	0	-2.4	-5	-1
Cc1ccc(O)c(-c2cc(-c3ccccc3F)[nH]n2)c1	-8	-4	-9	0.6	-3	4	0.5	5	-3
O=C(CN(c1ccccc1)S(=O)(=O)c1ccccc1[N+](=O)[O-])Nc1ccccc1C(=O)N1CCOCC1	-2	-18	-20	-0.7	7	7	-1.8	-4	-5
CC(C)[C@H](NC(=O)[C@H](Cc1ccccc1)n1c(=O)[nH]c2ccccc2c1=O)C(=O)N[C@@H](Cc1ccccc1)C(=O)O	7	0	-2	0.6	11	2	0.8	-6	-3
Fc1ccc(CNC(=S)Nc2ccc(Cl)cc2)cc1	14	-26	21	7.8	19	10	10	-9	2
O=C(Nc1csnn1)c1csnn1	19	-10	-4	0.1	-9	1	-0.5	-5	-3
Cc1ccc(-n2nc3c(=S)[nH]nc(C)c3c2C)cc1	-8	-2	-16	-1.6	-1	-2	-2.0	5	-2
CCCCN(C)CC(O)Cn1cc(/C=C/C(=O)c2cccs2)c2ccccc21 (configuration not stated)	-5	-7	-7	6.0	nt	nt	12	4	-6
CN(C)S(=O)(=O)N(Cc1ccc(Br)cc1)c1ccccc1	7	-4	-21	-0.4	-7	12	-0.8	-13	-14
O=C1CCCCCN1Sc1ccccc1	-26	-8	-10	0.8	6	9	0.1	8	0
CC(c1ccco1)N(C(=O)COc1ccc(Cl)cc1Cl)c1ccccn1 (configuration not stated)	16	-1	-9	0.6	32	10	-0.9	-7	-5
CC(C)N1C/C(=C/c2cccnc2)C(=O)/C(=C/c2cccnc2)C1	-8	nt	nt	nt	-18	0	nt	10	-7
O=C(C(=Cc1ccccc1)CN1CCCCC1)c1ccccc1	39*	nt	nt	nt	-1	-1	nt	-27	-8
O=C(Nc1ccccc1C(=O)O)c1cccc(NC(=O)c2ccco2)c1	-1	-11	-10	0.6	-48	0	-2.1	2	1
CCN(CC(=O)Nc1ccccc1OC)Cc1csc(CC(=O)Nc2ccc(C)cc2)n1	-18	-5	-27	1.7	-4	0	0.4	1	-2
